Screens deposited in PubChem by several laboratories.
phage Ecoli inh – E. coli growth loss with phage present | growth absorbance | inhibition, % at 11.9 µM | actives 0.26% (n = 360,000); in the data active means inhibition above about 11%
PKA-R1A act – activators of PKA-R1A complex. PKA-R1A dissociation, Cy5-IP20 fluorescence polarization; scaled: DMSO 0%, 113 µM cGMP 100%. actives 0.083% (n = 340,000). activation, % at 11.4 µM;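 active means percent activation above the mean of all tested compounds plus 3 SD, cut at about 19% in these data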;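 further: higher means more PKAc released from R1A so a rise in polarization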
Tat transport – blocks Tat-dependent protein export in E. coli. E. coli MC4100 TorA-mCherry Tat export, fluorescence. inhibition, % at 10 µM. actives 0.036% (n = 340,000). AID 488895;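 active means mean replicate inhibition at least 50% and at least half of replicates individually reaching 50%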;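 further: exported cargo escapes ClpAP degradation while cytoplasmic cargo is degraded and loses fluorescence; 0% = median of neutral control wells and 100% = median of NaSCN control wells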
PfHsp90 set2 – growth inhibition of yeast expressing Plasmodium Hsp90; inhibition, % at 9.4 µM; actives 0.32% (n = 310,000); S. cerevisiae expressing PfHsp90, BacTiter-Glo ATP, 48 h; yeast lacking PDR1 and PDR3 efflux regulators;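 active means every replicate shows inhibition above about 80%, whatever the replicate mean, limit read from the data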;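 further: 0% = DMSO neutral controls and 100% = 20 µM radicicol positive controls; yeast relying on Plasmodium falciparum Hsp90 in place of its own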
OPRM1-OPRD1 ag – OPRM1-OPRD1 heterodimerization agonism; P35372+P41143; cells, luminescence; activation, % at 9.3 µM; actives 0.3% (n = 340,000); in the data active means activation above about 18%;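 further: 0% = vehicle-treated cells and 100% = reference agonist; values of inactives mirror those of a sister screen read the other way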
AddAB inh – less growth of phage-infected E. coli with AddAB | E. coli expressing H. pylori AddAB, absorbance growth | inhibition, % at 11.9 µM | actives 0.29% (n = 330,000) | AID 435030; in the data active means inhibition above about 12%;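 further: 0% = vehicle wells of infected cells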
SUMO Mot1 rescue – blocks SUMOylation pathway, rescuing yeast Mot1-301 growth; S. cerevisiae Mot1-301 growth rescue, ATP luminescence, 38.5C; percent above DMSO median, 100 means doubled; growth rescue, % at 18.8 µM; actives 1% (n = 320,000);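 active means every valid replicate shows activation above 250% relative to neutral control wells; inactive means the rest, any valid replicate at or below 250%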;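 further: OY570 slx delta 5 strain wells were the positive control but not used for scaling; some compounds called inactive have numbers as strong as hits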
PKA-R2B act – activates the human PKA-R2B holoenzyme complex; P22694+P31323; PKA-R2B holoenzyme dissociation, Cy5-IP20 fluorescence polarization; R2B truncated from residue 108, S112A mutant; 0% DMSO only, 100% 113 µM cGMP; actives 0.079% (n = 340,000); AID 504700; activation, % at 11.4 µM;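 active means activation above a cutoff set at the mean over all compounds plus 3 SD, cut at about 18% in these data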;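 further: higher means more holoenzyme dissociation and a rise in polarization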
Target sequence (P31323 whole entry, looked up, other chains not shown, the tested form may be a part): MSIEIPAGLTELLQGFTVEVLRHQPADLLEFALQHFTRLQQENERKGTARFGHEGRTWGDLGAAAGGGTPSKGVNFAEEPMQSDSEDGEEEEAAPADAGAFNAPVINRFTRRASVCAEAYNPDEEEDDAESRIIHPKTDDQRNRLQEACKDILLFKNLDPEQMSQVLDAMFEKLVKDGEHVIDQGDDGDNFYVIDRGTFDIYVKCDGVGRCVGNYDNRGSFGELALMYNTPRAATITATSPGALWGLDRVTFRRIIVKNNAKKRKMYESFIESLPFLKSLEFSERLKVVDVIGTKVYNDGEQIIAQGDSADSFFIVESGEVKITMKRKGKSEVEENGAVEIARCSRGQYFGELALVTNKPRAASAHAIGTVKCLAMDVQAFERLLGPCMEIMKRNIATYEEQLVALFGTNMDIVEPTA
Ecoli viability – reduces bacterial viability in AddAB counter-screen; E. coli V3065 growth, OD600 absorbance, 18 h; inhibition, % at 11.9 µM; actives 0.27% (n = 330,000);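 active means inhibition above the campaign's mean inhibition across all tested compounds plus 3 SD, cut at about 9.9% in these data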;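 further: uninfected addAB+ strain grown without phage in ampicillin broth; 0% = DMSO wells and 100% = ciprofloxacin 0.95 µg/ml wells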
MOR-DOR inv ag – inverse agonist of human OPRM1-OPRD1 heterodimerization. P35372+P41143. actives 0.21% (n = 340,000). cell-based MOR-DOR heterodimer luminescence, inverse agonism. inhibition, % at 9.3 µM. AID 504357; in the data active means inhibition above about 22%, passing the limit was not always enough;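 further: 0% = cells with DMSO and 100% = wells without cells with DMSO; values of inactives mirror those of a sister screen read the other way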
HTR5A inv ag – HTR5A inverse agonism, opioid heterodimer counter-screen | HTR5A cell line, luminescence | inhibition, % at 9.3 µM | actives 0.083% (n = 340,000); in the data active means inhibition mostly above about 23%, no sharp cut-off; inactive means mostly below about 18%;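 further: 0% = cells with DMSO and 100% = no-cell wells with DMSO; some compounds called inactive have numbers as strong as hits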
Target sequence (P47898 whole entry, looked up): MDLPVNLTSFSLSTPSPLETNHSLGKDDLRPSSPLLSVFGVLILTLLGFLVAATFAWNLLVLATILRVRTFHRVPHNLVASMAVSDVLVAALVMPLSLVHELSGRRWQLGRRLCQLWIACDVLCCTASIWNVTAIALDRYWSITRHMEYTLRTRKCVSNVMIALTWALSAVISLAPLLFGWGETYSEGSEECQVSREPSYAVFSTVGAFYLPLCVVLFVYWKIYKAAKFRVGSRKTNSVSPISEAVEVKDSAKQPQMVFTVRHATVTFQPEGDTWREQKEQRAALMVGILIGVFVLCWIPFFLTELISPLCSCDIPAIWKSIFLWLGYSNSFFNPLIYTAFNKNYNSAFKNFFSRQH
Active calls of the source: *; . = no result given; + = active, no number. Hits appear at their usual frequency; any-hit rate near 2.2%.

SMILES | phage Ecoli inh | PKA-R1A act | Tat transport | PfHsp90 set2 | OPRM1-OPRD1 ag | AddAB inh | SUMO Mot1 rescue | PKA-R2B act | Ecoli viability | MOR-DOR inv ag | HTR5A inv ag
CCNC(=S)N1CCc2ccccc2C1 | 4.7 | . | 13 | 32 | . | 3.5 | -4 | . | 0.6 | . | .
COc1cc(C(=O)OCC(=O)c2cc(C)n(CC3CCCO3)c2C)cc(OC)c1C (centres undefined) | 1.1 | 5 | 3 | 15 | -1.2 | -0.2 | -10 | -11 | -1.1 | 4 | 1
CS(=O)(=O)N(CC(=O)N1CCCC1)c1ccc(Cl)c(Cl)c1 | 0.2 | 12 | -2 | -12 | -0.3 | 1.9 | -14 | -12 | -1.3 | 2 | -11
Nc1ncnc2c1ncn2[C@@H]1O[C@H](CNS(=O)(=O)c2cc3ccccc3s2)[C@@H](O)[C@H]1O | 2.8 | -4 | 0 | 9 | -2.2 | -0.6 | . | 1 | -0.2 | 10 | 3
CCOc1c(Br)cc(Br)cc1/C=C1\SC(N)=NC1=O | 0.3 | -4 | -25 | 13 | -3.1 | . | -1 | 13 | . | 15 | 11
CCOC(=O)Cn1c(=O)oc2cc(S(=O)(=O)Nc3cccc(C)c3)ccc21 | 0.3 | -11 | 1 | -2 | -0.8 | 0.3 | 4 | -9 | -0.7 | 4 | -5
CCOc1ccc(N=C(NN)c2ccc3ccccc3n2)cc1 | 1.4 | -8 | 0 | 6 | -0.6 | 1.6 | 5 | -11 | -1.2 | 3 | 12
O=C(NCc1nnc(SCC(=O)N2CCCCC2)o1)c1c(F)cccc1F | 0.6 | 6 | 5 | 17 | -1.5 | -1.2 | 4 | -8 | 0.4 | 10 | 1
C=C(C)Cn1c(Sc2nnc(C)s2)nc2c1c(=O)[nH]c(=O)n2C | 1.9 | 4 | 1 | -21 | -2.2 | -1.4 | -4 | 5 | 2.6 | 13 | 4
COc1ccc(S(=O)(=O)O/N=C2\CCSc3ccc(C)cc32)cc1 | 2.2 | -5 | 1 | . | 4.7 | 2.9 | 7 | -8 | -2.0 | -21 | -7

Look-ups from the results shown:
`CCOc1ccc(N=C(NN)c2ccc3ccccc3n2)cc1` in HTR5A inv ag: 12
`COc1ccc(S(=O)(=O)O/N=C2\CCSc3ccc(C)cc32)cc1` in AddAB inh: 2.9

Later entries.
SMILES | phage Ecoli inh | PKA-R1A act | Tat transport | PfHsp90 set2 | OPRM1-OPRD1 ag | AddAB inh | SUMO Mot1 rescue | PKA-R2B act | Ecoli viability | MOR-DOR inv ag | HTR5A inv ag
CC(C)NC(=O)C(c1ccc(F)cc1)N(C(=O)CCC(=O)Nc1ccccn1)c1cccc(F)c1 (centres undefined) | 3.5 | -13 | -7 | 4 | 0.2 | 4.6 | 69 | -9 | 0.1 | -1 | -14
O=C(N/N=C/c1cn(-c2cccs2)nc1-c1ccccc1)c1ccccc1Cl | 2.5 | -4 | -4 | -16 | 3.3 | 0.4 | -5 | -2 | 0.2 | -18 | -27
O=C1CS/C(=N/N=C2C3CC4CC(C3)CC2C4)N1 | 0.4 | -2 | -7 | 11 | -3.0 | 2.1 | 0 | -11 | 1.2 | 18 | 2
CCOC(=O)C1(Cc2ccccc2)CCN(Cc2cn[nH]c2-c2ccccc2)CC1 | 3.2 | -13 | -5 | 12 | 36* | 3.7 | 16 | -7 | -0.2 | -260 | -3
CCC(O)(Cc1ccccn1)Cc1ccccn1 | 1.3 | 4 | 2 | 17 | -2.2 | . | . | 7 | . | 11 | 13
COc1ccc(C)cc1NC(=O)NCCCCc1ccccc1 | -0.6 | -14 | 4 | -3 | 0.9 | 3.7 | 22 | -5 | 1.9 | -5 | 22
COCCCNC(=O)CC1C[C@H](C(=O)N2CCOCC2)[C@@]2(C)c3[nH]c4ccc(OC)cc4c3CCN2C1=O (some centres undefined) | 1.1 | 2 | -5 | 3 | -2.2 | -2.3 | . | 8 | -3.2 | 11 | 0
COc1cc(NC(=O)NC(C)(C(F)(F)F)C(F)(F)F)cc(OC)c1OC | -0.3 | -1 | -7 | . | -1.4 | 0.7 | 197 | 12 | -1.6 | 8 | -7
CCOc1ccccc1OCC(=O)NN=C1CCCC(=O)C1 | 2.1 | 2 | 5 | . | -3.4 | 0.4 | -9 | -14 | -0.3 | 18 | -1
COc1ccc2c(c1)OC[C@H]1[C@H]2N2C(=O)CN(Cc3ccc(F)cc3)C(=O)[C@@]2(C)[C@H]1c1ccccc1 | 3.5 | 2 | 12 | 0 | -1.3 | 1.6 | -7 | 1 | 0.2 | 8 | 2
COc1ccc(C(=O)N2CCN(c3ccc(C)cc3C)CC2)cc1OC | 1.5 | -1 | 2 | . | -0.6 | 1.8 | 14 | -6 | 0.0 | 3 | -1
CCCCCc1ccc(OCCCC[n+]2ccc(C)cc2)c(CCCCC)c1 | 2.1 | -5 | 19 | -60 | 2.5 | -1.7 | 68 | 1 | -2.7 | -14 | -10
OC(COCc1cccs1)CN1CCCCCC1 (centres undefined) | 3.6 | 0 | -16 | -5 | -3.2 | 2.2 | + | -11 | -0.7 | 13 | -16
c1ccc2c(c1)NCCS2 | 1.2 | 3 | 5 | -23 | 0.6 | 0.6 | -11 | -1 | 0.1 | -3 | -2
Fc1ccc(CSc2nnc(-c3cccnc3)n2Cc2ccco2)cc1 | 4.0 | -5 | -8 | . | -3.1 | 0.2 | -8 | -12 | 0.4 | 16 | -8
COc1ccccc1N1CCN(C2CCCN(C(=O)c3ccoc3C)C2)CC1 (centres undefined) | 0.2 | 3 | -5 | -23 | -0.9 | 0.4 | -3 | -6 | -1.9 | 5 | -22
COCC(=O)N1CCCC(C(=O)c2ccc(-c3ccccc3)cc2)C1 (centres undefined) | -1.2 | -5 | 13 | 20 | -1.6 | -0.2 | 255 | -3 | -0.3 | 8 | -1
COCCCN(C(=O)CCOc1ccc(C(C)(C)C)cc1)c1c(N)n(Cc2ccccc2)c(=O)[nH]c1=O | 2.9 | 2 | 10 | 7 | -1.8 | -0.2 | -2 | -1 | -0.1 | 12 | 8
CCCCN1CC(=O)N2[C@H](c3ccc(OC)cc3)[C@@H]3C(=O)N(CC)C(=O)[C@@H]3[C@]2(C)C1=O | . | 2 | 3 | 7 | -1.8 | 3.2 | 16 | 11 | -0.3 | 10 | 2
COc1ccc(C)cc1NC(=O)C1CCN(S(=O)(=O)c2cccs2)CC1 | 3.4 | 7 | -12 | -17 | -1.2 | 3.2 | 243 | 3 | -2.3 | 8 | 14
O=C(c1cccc(N2C(=O)C3C4C=CC(C4)C3C2=O)c1)N1CCN(c2ccc(F)cc2)CC1 (centres undefined) | 2.0 | 7 | -4 | -37 | -2.0 | 4.4 | -1 | 5 | -2.5 | 10 | 0
Cc1ccc(C)c(S(=O)(=O)NCc2ccncc2)c1 | 1.8 | -2 | -2 | -1 | -0.5 | 2.3 | 31 | 2 | -1.0 | 3 | 0
CC1(C)CC(=O)C2=C(C1)OC(N)=C(C#N)C2c1cc2c(cc1[N+](=O)[O-])OCO2 (centres undefined) | 0.5 | -4 | 5 | 8 | 0.8 | 3.4 | -4 | -1 | -2.1 | -4 | -15
COc1ccc(C2=CC(c3ccc(OC)c(OC)c3)n3nnnc3N2)c(OC)c1 (centres undefined) | 2.6 | -5 | -1 | -29 | 1.3 | -1.3 | -1 | -7 | -0.4 | -7 | -7
O=C(CNC(=O)c1ccccc1F)NCCN1C(=O)S/C(=C\c2ccc3c(c2)OCO3)C1=O | 1.4 | 3 | -4 | 12 | -0.8 | 1.6 | 3 | -11 | 1.1 | 4 | 7
CC(=O)C1CCC2C3CCC4=CC(=O)CCC4(C)C3(Br)C(=O)CC12C (centres undefined) | 0.5 | 0 | 7 | . | 3.7 | . | . | 3 | . | -20 | -10
O=C(Nc1ccc2c(c1)OCO2)C1CC(=O)N(CCc2ccccc2)C1 (centres undefined) | 1.8 | 9 | -6 | 7 | -2.9 | 1.9 | -27 | -3 | -2.1 | 13 | -19
O=C1N[C@@H](c2ccccc2)COC(=O)[C@@H](Cc2ccc(F)cc2)C/C=C\C[C@@H]1CC(=O)N(CCO)Cc1ccccc1 | 0.8 | -3 | 5 | 19 | -1.3 | 2.9 | 17 | 2 | -1.1 | 7 | -14
COc1cc(C(=S)N2CCN(c3cccc(Cl)c3)CC2)ccc1O | 0.0 | 1 | 5 | -31 | 2.0 | 0.5 | . | 15 | 1.3 | -10 | -13
CC(C)CCNC(=O)C(c1cccs1)N(CC1CCCO1)C(=O)Cn1nnc2ccccc21 (centres undefined) | 1.8 | -10 | 2 | -1 | -1.2 | -2.2 | -22 | 9 | -1.0 | 7 | -9
CCC(C)c1cc(S(=O)(=O)N2CCOCC2)ccc1OC (centres undefined) | 0.2 | -6 | 8 | -12 | -2.8 | 1.4 | -2 | -1 | -0.6 | 12 | 9
Cc1nn(C)c(Oc2ccccc2)c1[N+](=O)[O-] | 1.7 | -5 | 11 | . | -0.7 | -3.1 | 9 | 11 | -3.4 | 4 | -3
Cc1ncoc1C(=O)Nc1cccc(Cl)c1C | 0.4 | -2 | -5 | -13 | -1.4 | 1.8 | -2 | -7 | 0.2 | 7 | -25
Cc1cc(O)c(C(=O)/C=C/c2cccc([N+](=O)[O-])c2)c(=O)o1 | 2.2 | 5 | -3 | -6 | -2.1 | 2.3 | 0 | 0 | -0.8 | 11 | -43
C=CCNc1nc(N)c([N+](=O)[O-])c(NC2CCCCC2)n1 | 3.0 | -1 | -1 | -46 | 2.9 | -1.1 | 9 | -3 | 1.3 | -13 | -12
COc1cc2c(cc1OC)C(c1cccs1)CC(=O)N2 (centres undefined) | 1.6 | 0 | 13 | -4 | -2.7 | 3.4 | -5 | 11 | -0.6 | 14 | -18
Cc1ccc(-c2nnn(CC(=O)N3CCC(C)CC3)n2)o1 | 3.3 | -10 | -1 | . | 2.5 | 2.3 | -22 | -3 | -1.6 | -13 | -27
Cn1c(O)c(N=NC(=O)CNC(=O)/C=C/c2ccccc2)c2ccccc21 | 4.2 | -12 | 0 | -33 | -3.5 | 0.9 | 13 | -10 | -3.8 | 18 | 2
CCCc1cc(=O)[nH]c(SCC(=O)c2c(N)n(C)c(=O)n(C)c2=O)n1 | 3.2 | 3 | 10 | 0 | -0.4 | -1.0 | . | -14 | 0.6 | 2 | 10
C=CCNC(=O)c1cccc(C(F)(F)F)c1 | 2.4 | -2 | 6 | -15 | 0.3 | 1.5 | -1 | 0 | -0.1 | -2 | -19
Cc1cc(C(c2ccc(O)cc2)c2cc(C)c(O)cc2C)c(C)cc1O | 1.6 | 7 | -1 | -15 | 0.6 | 1.5 | 18 | -4 | 2.0 | -3 | -3
Cc1cccn2c(=O)c(/C=N/O)c(N3CCCC3)nc12 | 4.3 | -6 | -1 | -5 | -2.4 | 1.4 | -8 | -8 | -0.4 | 13 | 7
Cc1ccc2c(c1)sc(-c1ccc(N(C)C)cc1)[n+]2C | 4.6 | -6 | 35 | 13 | -3.5 | 1.6 | 4 | -4 | -0.6 | 20 | -3
